Yeast superoxide – lowers age-related superoxide in aged yeast cells | S. cerevisiae aged cells, superoxide DHE fluorescence; active compounds read low | superoxide response (% of plate mean), % at 10 µM | 330,000 compounds, 0.18% hits | AID 2690;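 active means superoxide response under a set limit, about three screen SD below normal, cut at about 65% in these data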;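 further: yeast aged for seven days with compound at 30 °C before DHE staining; 100% = average MFI of all compound-treated wells on the plate with controls excluded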
ZTA DNA inh – ZTA (EBV) inhibition in EBNA-1 counter-screen. inhibition, % at 11 µM. P03206. AID 2234. 320,000 compounds, 0.15% hits. ZTA-DNA binding, fluorescence polarization; in the data active means inhibition above about 33%
Target sequence (P03206 whole entry, looked up): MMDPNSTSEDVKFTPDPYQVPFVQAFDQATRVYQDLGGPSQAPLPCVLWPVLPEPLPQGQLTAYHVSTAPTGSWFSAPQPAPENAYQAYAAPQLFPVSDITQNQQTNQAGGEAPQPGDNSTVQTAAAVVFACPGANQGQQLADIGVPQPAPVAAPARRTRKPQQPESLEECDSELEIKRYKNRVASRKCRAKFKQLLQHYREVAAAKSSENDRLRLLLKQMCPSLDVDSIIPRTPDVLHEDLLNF
TPT1 inhibitor – blocks Candida albicans tRNA 2'-phosphotransferase; recombinant caTPT1, FP RNA substrate dephosphorylation; inhibition, % at 5 µM; 300,000 compounds, 0.81% hits; AID 1962;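 active means inhibition above the mean of all tested compounds plus 3 SD, set per screening campaign, cut at about 24% in these data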;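 further: plate controls were DMSO alone for no effect and ferristatin control at 100 nM for full effect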
CTSL1 counter – cathepsin L1 inhibition, PFM18AAP counter-screen; recombinant F. hepatica cathepsin L1, Z-Leu-Arg-MCA fluorescence; inhibition, % at 5.96 µM; 300,000 compounds, 0.49% hits;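 active means inhibition above the mean of all tested compounds plus 3 SD, set per screening campaign, cut at about 17% in these data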;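 further: 0% = plate median of test compound wells and 100% = 1 µM Z-Phe-Ala-diazomethylketone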
PP5 primary – PP5 (human) phosphatase inhibition | P53041 | purified PP5c, OMFP substrate fluorescence | inhibition, % at 6.7 µM | 320,000 compounds, 0.18% hits | AID 1987;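 active means inhibition above the campaign's mean inhibition across all tested compounds plus 3 SD, cut at about 9.5% in these data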;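 further: 0% = DMSO only and 100% = 100 µM cantharidin control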
EBNA-1 inhibitor – blocks EBNA-1 binding to DNA | EBNA-1 DNA binding, fluorescence polarization | inhibition, % at 14.8 µM | 300,000 compounds, 0.34% hits | AID 1950; in the data active means inhibition above about 28%
PP1 inh – counter-screen for PP5 inhibitors: inhibitors of human PP1-alpha. P62136. purified PP1alpha, OMFP fluorescence. inhibition, % at 6.7 µM. 320,000 compounds, 0.9% hits. AID 2235;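 active means inhibition above the mean inhibition of all tested compounds plus 3 SD, computed separately for each screening campaign, cut at about 15% in these data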
Target sequence (P62136 whole entry, looked up): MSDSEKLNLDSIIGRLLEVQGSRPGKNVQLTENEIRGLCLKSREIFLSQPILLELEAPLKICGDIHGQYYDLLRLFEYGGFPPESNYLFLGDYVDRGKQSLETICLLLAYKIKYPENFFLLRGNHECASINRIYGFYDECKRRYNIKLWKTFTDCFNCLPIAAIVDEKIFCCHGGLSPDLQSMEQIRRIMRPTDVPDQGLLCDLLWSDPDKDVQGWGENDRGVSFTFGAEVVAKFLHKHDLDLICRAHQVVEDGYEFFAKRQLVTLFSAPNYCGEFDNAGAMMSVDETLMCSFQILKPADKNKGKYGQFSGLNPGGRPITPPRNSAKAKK
HCV core dimer – HCV core protein dimerization inhibition; 300,000 compounds, 0.33% hits; inhibition, % at 5 µM; TR-FRET GST/Flag-core106 dimerization, 1536-well; AID 1899;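 active means inhibition above the mean of all tested compounds plus 3 SD, set per screening campaign, cut at about 45% in these data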
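Test system: GST/Flag-tagged HCV core106 proteins; Medium: KF-containing HEPES buffer, pH 7.45, DTT, CHAPS, BSA; Times: compound-protein-antibody incubation 4 h at 22.5 °C; Detection: TR-FRET 671 and 617 nm emission; Benchmarks: wells lacking GST-core106 and wells with excess unlabelled core106.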
GASC-1 inh – blocks human GASC-1 demethylase activity; GST-JMJD2C(1-420) H3K9me3 demethylation, DELFIA europium; 330,000 compounds, 0.069% hits; inhibition, % at 2.35 µM; AID 2099;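 active means more than half of a compound's replicate wells show inhibition beyond 50%, single wells judged on their own value; inconclusive means some, but no more than half, of replicates pass 50% inhibition; inactive means no replicate passes 50% inhibition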;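 further: signal counts dimethyl H3K9 product captured on neutravidin plate; 0% = median of DMSO wells and 100% = 0.3 times that DMSO median; strong numbers were not always called active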
Target sequence (Q9H3R0 1-420 limits assumed): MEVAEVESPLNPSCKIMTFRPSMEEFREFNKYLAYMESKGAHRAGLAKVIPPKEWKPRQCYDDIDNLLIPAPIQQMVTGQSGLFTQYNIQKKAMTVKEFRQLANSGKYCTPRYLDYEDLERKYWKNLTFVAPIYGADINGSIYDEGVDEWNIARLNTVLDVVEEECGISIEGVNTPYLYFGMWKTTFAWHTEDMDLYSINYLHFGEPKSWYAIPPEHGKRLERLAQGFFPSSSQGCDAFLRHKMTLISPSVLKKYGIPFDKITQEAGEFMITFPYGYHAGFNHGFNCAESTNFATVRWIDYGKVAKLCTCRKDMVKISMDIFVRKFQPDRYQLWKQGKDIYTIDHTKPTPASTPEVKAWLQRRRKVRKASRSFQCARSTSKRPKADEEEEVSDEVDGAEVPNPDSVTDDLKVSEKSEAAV
An asterisk follows results filed as active; ? = inconclusive; . = not tested or not shown; & = joins results of further samples.

Molecule	Yeast superoxide	ZTA DNA inh	TPT1 inhibitor	CTSL1 counter	PP5 primary	EBNA-1 inhibitor	PP1 inh	HCV core dimer	GASC-1 inh
O=C(Nc1ccc2c(c1)OCO2)C1CCCN(S(=O)(=O)c2cccs2)C1 (centres undefined)	120	4	2	0	0.2	-1	1	15	1
Cc1nn(C)c(Cl)c1NC(=O)OCc1ccc(F)cc1	114	-14	-8	-1	1.6	-7	1	-2	7
COC(=O)/C=C/c1ccc(OC(=O)c2ccncc2)cc1	112	4	3	-2	-0.2	4	0	-4	10
O=c1c([N+](=O)[O-])cccn1Cc1cccc(Cl)c1	116	-8	2	2	-0.5	-12	-5	-3	-10
Cc1nn(CCCNC(=O)C2CCCO2)cc1Br (centres undefined)	88	3	-2	0	2.2	0	-4	-3	8
O=C(Nn1cnnc1)c1cc([N+](=O)[O-])cc([N+](=O)[O-])c1	89	-2	-6	1	-0.9	2	-3	-4	-8
CCN(CC(=O)Nc1ccc(NC(C)=O)cc1)C(=O)c1ccc2c(c1)S(=O)(=O)N=C1CCCCCN12	105	17	2	0	2.5	-3	-2	-6	-13
CCOC(=O)C1CCN(C(=O)C23CC4CC(CC(C4)C2)C3)CC1	104	-7	-2	-10	1.6	-2	-1	1	-1
CNS(=O)(=O)c1ccc(NC(=O)C2c3ccccc3Oc3ccccc32)cc1	109	17	1	-4	3.3	24	-3	6	5
O=C(CCc1ccccc1)NNC(=O)C12CC3CC(CC(C3)C1)C2	88	15	0	4	-1.7	12	0	-1	-4
Cc1ccc(N(C)S(=O)(=O)c2cccc(C(=O)NC3CC(C)(C)NC(C)(C)C3)c2)cc1	108	-3	0	0	0.0	-2	6	-1	0
Cc1ccn2c(=O)c(C(=O)NCCCN3CCCC3=O)c(O)nc2c1	95	13	1	50*	-3.3	-3	-2	0	-23
CC(=O)c1sc(NC(=O)c2cccc(C)c2)nc1C	106	0	-1	9	-2.1	6	-2	4	-3
CCOC(=O)c1ccc(CSc2nnc(-c3ccncc3)n2N)cc1	100	-6	1	-2	4.6	-2	-4	5	8
CN(C)c1ccc(/C=C2\SC(=S)N(Nc3ncc(C(F)(F)F)cc3Cl)C2=O)cc1	125	16	123*	1	-0.2	-4	-3	5	3
O=C(c1cn(-c2ccccc2)nc1-c1cccnc1)N1CCCCC1	97	2	-3	0	3.8	2	-2	4	0
COc1ccc(CCC(=O)NNC(=S)Nc2cccc(C(C)=O)c2)cc1	103	-7	0	-1	-1.2	-15	-1	4	3
COc1cc2c(cc1OC)C(=O)CCS2	78	16	0	-5	0.4	0	-2	0	-5
COc1cccc2cc(C(=O)C3=C(O)C(=O)N(Cc4ccco4)C3c3cccnc3)oc12 (centres undefined)	88	0	3	3	-1.3	0	12	16	-2
O=c1oc2ccccc2c(NCc2ccccc2)c1[N+](=O)[O-]	98	16	-2	0	-0.4	0	1	-3	-8
N/C(=N\OC(=O)C1CC1)c1ccc([N+](=O)[O-])s1	133	3	-3	-9	0.3	6	-3	-3	5
CN(CC(=O)Nc1ccccc1Br)C(=O)c1cc2c(s1)CCCCC2	101	-2	2	4	-1.2	8	-3	9	7
Cc1ccc(NC(=O)CS(=O)CC(=O)Nc2ccc3c(c2)OCO3)cc1Cl (centres undefined)	97	-2	-2	4	-0.5	3	10	27	-12
O=C(Cn1ccc(NC(=O)OCc2ccccc2)nc1=O)NCCCc1ccccc1	100	-2	.	.	1.7	.	-3	.	1
O=C(O)c1ccc(N/N=C/c2ccc(-c3cc(Cl)ccc3Cl)o2)cc1	111	10	7	-4	-1.4	-6	18*	14	-6
CC(=O)c1ccc(NC(=O)CSc2nnc(Cc3cccn3C)n2-c2ccc(F)cc2)cc1	96	10	4	4	-0.9	7	-2	10	-1
Cc1nc(S(=O)(=O)c2ccc(Cl)cc2)nc2c1CCC2	123	9	5	-3	3.4	-17	-3	-2	0
CC(C)(C)c1ccc(S(=O)(=O)NCC(=O)N2CCN(Cc3ccccc3)CC2)cc1	107	-18	-3	3	1.1	-4	-1	11	-2
C=CCCN(Cc1ccccc1)S(=O)(=O)c1ccccc1Br	90	-2	0	4	0.1	0	5	16	-3
Cc1ccc(C(=O)Nc2ccccn2)cc1S(=O)(=O)N1CCOCC1	104	5	1	-1	-2.6	5	-6	-2	6
CCNC(=S)/N=C(\N)Nc1nc(C)c2cc(C)ccc2n1	93	-7	7	0	3.7	-17	5	2	2
CCc1ccc(NC(=O)CC2C(=O)NCCN2C(=O)c2ccc(F)cc2)cc1 (centres undefined)	100	1	2	-2	-0.5	23	-5	1	-5
Cc1ccsc1C(=O)OCC(=O)Nc1cccc(S(=O)(=O)NC2=NCCCCC2)c1	105	6	-1	1	-0.1	-4	-3	0	10
Cc1nn(Cc2ccc(Cl)cc2)c(C)c1NC(=O)C1CC=CCC1C(=O)O (centres undefined)	91	18	-5	3	-1.8	18	-1	2	0
CCOc1ccc(-c2cc3cc(OC)c(OC)cc3c(C)n2)cc1	92	8	-3	-1	1.6	-3	0	4	-5
O=C(CCCNS(=O)(=O)c1ccc(F)cc1)Nc1ccc(F)cc1	117	2	-3	4	0.7	7	-2	-13	-1

Three entries picked at random from the list so far, as already listed:
Molecule	Yeast superoxide	ZTA DNA inh	TPT1 inhibitor	CTSL1 counter	PP5 primary	EBNA-1 inhibitor	PP1 inh	HCV core dimer	GASC-1 inh
CCOc1ccc(-c2cc3cc(OC)c(OC)cc3c(C)n2)cc1	92	8	-3	-1	1.6	-3	0	4	-5
Cc1ccc(N(C)S(=O)(=O)c2cccc(C(=O)NC3CC(C)(C)NC(C)(C)C3)c2)cc1	108	-3	0	0	0.0	-2	6	-1	0
O=c1c([N+](=O)[O-])cccn1Cc1cccc(Cl)c1	116	-8	2	2	-0.5	-12	-5	-3	-10

The listing continues:
Molecule	Yeast superoxide	ZTA DNA inh	TPT1 inhibitor	CTSL1 counter	PP5 primary	EBNA-1 inhibitor	PP1 inh	HCV core dimer	GASC-1 inh
O=C(Nc1cccc(NC(=O)c2ccccc2Cl)c1)c1ccco1	107	3	1	-1	0.3	4	0	7	-8
COc1ccc(S(=O)(=O)N2CCSC2c2ccc(N)cc2)cc1 (centres undefined)	86	-18	0	0	1.7	-7	-6	0	0
Cc1ccsc1C1CC(=O)Nc2ccccc2S1 (centres undefined)	88	4	-2	3	2.5	-1	-1	0	-2
Cc1ccsc1-c1nc(-c2ccccc2)c(-c2ccccc2)[nH]1	82	2	0	19*	0.3	-12	-5	0	11
O=C(c1ccc(CNS(=O)(=O)c2ccccc2)cc1)N1CCN(Cc2ccccc2)CC1	89	-12	-1	4	1.0	5	-2	2	-4
CCN(CC)C(=O)c1ccc(-c2nnc(OC)c3ccccc23)cc1	90	0	-5	1	-0.7	4	0	0	5
O=c1c(Cl)c(NCc2ccco2)cnn1C12CC3CC(CC(C3)C1)C2	80	-11	-1	2	0.1	7	-2	10	-2
CCOC(=O)C(=NC1CCS(=O)(=O)C1)NNc1ccccc1Cl (centres undefined)	106	-6	0	15	3.4	2	-2	-5	7
CCN(CC)CCn1c(NCc2ccc(C)o2)nc2ccccc21	90	-11	-4	-3	0.8	2	-2	-3	2
COc1ccc(CC2(CO)CCN(C(=O)NCc3ccccc3)CC2)cc1	118	-4	5	-4	5.2	-26	-5	5	4
O=c1[nH]c2c(cnn2-c2ccc(Cl)cc2)c(=O)n1-c1cccc(Cl)c1	67	-5	-1	1	1.0	-14	0	2	4
COC(=O)c1c(-c2ccco2)csc1NC(=O)C1CC=CCC1C(=O)O (centres undefined)	100	15	-2	-3	-1.2	5	-1	4	6
COC(=O)c1sccc1NC(=O)COc1ccccc1Cl	101	-10	0	-3	-4.7	-17	1	-5	16
CCCc1nc(N)c(C#N)c(-c2ccco2)c1CC	104	-4	-1	4	3.3	1	-1	0	7
CCN(CC)CCCn1c2c(c(SCC(=O)Nc3ccc(F)c(F)c3)nc1=O)CCC2	86	6	-2	2	-0.9	4	-1	-5	9
Nc1ccc(NC(=O)c2cccs2)c(Cl)c1	119	-9	3	-3	2.9	-10	-4	-3	-1
O=C(c1ccc(OC2CCN(CCc3ccccc3)CC2)cc1)N1CCC(CO)CC1	77	-8	1	-1	0.4	0	-6	-17	?
O=S(=O)(NCC(c1ccco1)N1CCN(c2ccc(F)cc2)CC1)c1ccc2c(c1)OCCO2 (centres undefined)	101	14	4	2	1.4	-1	1	7	-43
CC(=Nc1ccccc1O)c1sc2ccccc2c1O	106	-3	104*	6	4.0	12	0	-14	5
Cc1cccc(S(=O)(=O)C(C#N)c2nc3ccccc3nc2N2CCCC2)c1 (centres undefined)	89	10	-1	-2	-1.7	10	0	11	16
O=C(Cn1nnc(-c2cccc(C(F)(F)F)c2)n1)N1CCOCC1	91	5	1	1	1.2	4	-4	-1	0
Cc1c(Cl)cccc1NC(=O)c1cc(C2CC2)on1	100	-1	3	1	1.1	8	1	7	4
O=C(O)c1ccccc1-c1ccc(/C=c2\sc3nc4cc(Br)cnc4n3c2=O)o1	107	22	84*	2	1.1	4	4	-2	23
Cc1ccc(C(=O)N/C(=C\c2ccccc2)C(=O)OCc2ccccc2)cc1	98	1	-1	4	1.3	5	3	18	9
CCCCCC(/C=N/Nc1ccc(S(=O)(=O)N2CCOCC2)cc1[N+](=O)[O-])=C\c1ccccc1	95	-3	0	-2	1.1	7	-3	3	8
COCCN(C(=O)Cn1nnc2ccccc21)C(C(=O)NC1CCCC1)c1cc(OC)ccc1OC (centres undefined)	108	2	-6	-1	2.9	-19	3	0	-10&5
COc1cccc(OCC(=O)N(C)Cc2nc(-c3cccc(C)c3)no2)c1	101	19	1	-3	0.1	-1	4	-3	-11
Brc1cccc(OCCCNC2CCCC2)c1	105	1	-3	2	-0.1	-1	-4	-2	-19
CCn1c(CNS(=O)(=O)c2ccc(Br)cc2)n[nH]c1=S	77	-2	-5	0	-0.8	4	4	2	-1
CCCCNC(=O)c1ccc(-n2c(=S)[nH]c3ccccc3c2=O)cc1	98	-8	0	0	0.4	-3	-1	1	19
NS(=O)(=O)c1ccc(Nc2ccc3nonc3c2[N+](=O)[O-])cc1	158	7	2	8	3.7	8	3	-1	-7
O=C(O)C1CCCN(S(=O)(=O)c2cccc3cccnc23)C1 (centres undefined)	93	-9	-2	-3	-0.7	0	-7	-2	10
O=C(CCCCCNC(=O)c1ccccc1)N=Nc1c(O)[nH]c2c(Br)cc(Br)cc12	99	6	0	-2	3.2	1	-4	16	-39
COc1ccc([C@H]2CC(=O)C=C(c3ccc(C(F)(F)F)c(C(F)(F)F)c3)C2)cc1OC	95	-11	.	.	8.6	.	3	.	-2
C#CCOCCOCCOCCNc1nc(N2CCN(C(=O)[C@H]([C@@H](C)CC)n3cc([C@@H](N)Cc4ccc(O)cc4)nn3)CC2)nc(N2CCN(C(=O)[C@H](CCCCN)n3cc([C@@H](N)C(C)CC)nn3)CC2)n1 (some centres undefined)	99	1	2	16	-2.2	13	-2	3	-9
COC(=O)c1ccc(CSc2cc(C)c3cccc(C)c3n2)o1	103	1	5	-1	3.8	3	3	5	-2
COc1cc(NS(=O)(=O)c2ccc(NC(=S)NC(=O)c3sc4ccccc4c3Cl)cc2)ncn1	208	-6	-2	4	2.7	9	-2	10	6

Source: PubChem (several laboratories)
